MT1-MMP txn act – MT1-MMP promoter reporter activation – cell-based, luciferase luminescence, primary screen | HT1080 MT1-MMP promoter luciferase reporter, overnight; active compounds read high | activation factor at 10 µM | 86,000 compounds, 0.16% hits | AID 750, 2007;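 active = activation factor of at least 2 for MT1-MMP transcription at 10 µM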
PLK1 inh – human PLK1 kinase inhibitors, primary screen, biochemical, TR-FRET; Serine/threonine-protein kinase PLK1 (Homo sapiens), P53350; recombinant PLK1 kinase, TR-FRET peptide phosphorylation; inhibition, % at 10 µM; 97,000 compounds, 0.53% hits; AID 619, 2007;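 active = inhibition of 50% or more in the single-concentration screen; inactive = inhibition below 50%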;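 note: 0% = DMSO max control and 100% = H-89 dihydrochloride min control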
Target sequence (P53350 whole entry, looked up): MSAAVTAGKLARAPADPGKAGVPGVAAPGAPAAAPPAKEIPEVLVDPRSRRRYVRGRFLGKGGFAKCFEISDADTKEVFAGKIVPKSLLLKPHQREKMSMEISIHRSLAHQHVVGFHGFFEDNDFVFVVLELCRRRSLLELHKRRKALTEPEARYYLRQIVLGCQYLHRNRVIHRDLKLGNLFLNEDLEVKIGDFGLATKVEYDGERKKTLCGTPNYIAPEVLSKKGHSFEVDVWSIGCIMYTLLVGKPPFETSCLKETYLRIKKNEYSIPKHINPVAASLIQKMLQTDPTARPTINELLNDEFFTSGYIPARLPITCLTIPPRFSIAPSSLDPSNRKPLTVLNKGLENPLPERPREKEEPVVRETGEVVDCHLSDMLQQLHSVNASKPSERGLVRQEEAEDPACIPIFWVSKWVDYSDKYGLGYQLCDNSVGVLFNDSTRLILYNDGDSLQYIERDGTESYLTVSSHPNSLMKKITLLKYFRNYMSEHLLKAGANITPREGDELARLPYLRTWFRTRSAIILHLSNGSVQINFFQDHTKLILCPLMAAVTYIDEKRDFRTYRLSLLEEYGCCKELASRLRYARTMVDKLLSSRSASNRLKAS
PLAP activator – PLAP enzyme activators, biochemical, luminescence, HTS; AID 696, 2007; 96,000 compounds, 1.2% hits; activation fold at 20 µM; Alkaline phosphatase, placental type (Homo sapiens), P05187; purified PLAP enzyme, luminescent substrate read-out; active compounds read high; in the data active = activation fold above about 2
The depositor's hits bear a star; . = not tested or not shown.

Order of values: MT1-MMP txn act	PLK1 inh	PLAP activator
Cc1ccccc1NC(=O)CCC(=O)N/N=C/c1ccncc1
  .	23	.
COc1ccc(C2C(=O)c3ccccc3C2=Nc2ccc(Br)cc2)cc1 (configuration not stated)
  .	-15	.
CCCCc1ccc(N=N/C(C(=O)Nc2ccc(NC(C)=O)cc2OC)=C(/C)O)cc1
  .	-12	.
Cc1ncsc1CCOC(=O)c1cccc([N+](=O)[O-])c1
  .	-2	.
CC(=O)Oc1ccc(C(=O)Nc2cccc(C(=O)c3ccc(C)c(C)c3)c2)cc1
  .	-11	.
COc1ccc(OCC(O)CN2CCC(CN3C(=O)c4cccc5cccc(c45)C3=O)CC2)cc1 (configuration not stated)
  .	-4	.
COc1cccc(C(c2c(C)[nH]n(-c3ccccc3)c2=O)c2c(C)[nH]n(-c3ccccc3)c2=O)c1O
  .	-7	.
Cc1cc(C(=O)CSc2nnnn2-c2ccc(O)cc2)c(C)n1Cc1ccc2c(c1)OCO2
  .	.	1.4
COC(=O)c1cc(S(=O)(=O)N2CCOCC2)c(N2CCOCC2)cc1N1CCOCC1
  .	.	1
O=C(O)c1ccccc1NS(=O)(=O)c1ccc2c3c(cccc13)C(=O)N2
  .	.	1
COC(=O)c1nn(-c2ccc(-c3ccccc3)cc2)cc1O
  .	.	1
c1nc(NC2CCCCCC2)c2[nH]cnc2n1
  .	.	1.9
Cc1ccc(-c2nnc3n2N=C(c2ccccc2)CS3)cc1
  .	.	0.9
COc1ccc2c(c1)CCc1cc(C(=O)N3CCN(c4ccc(N5CCOCC5)nn4)CC3)sc1-2
  .	.	1.4
CCCn1c(CNS(=O)(=O)c2ccc(C)cc2)nc2ccccc21
  .	.	1.4
CCCOC(=O)C1C2C=CC3(CN(c4ccc(Cl)c(F)c4)C(=O)C13)O2 (configuration not stated)
  .	.	0.9
O=C(/C=C/Nc1cccc(O)c1)c1ccccc1
  .	.	1
COc1ccc(/C=N/N=C/c2ccc(OC)c(OC)c2)cc1OC
  .	.	1
CSc1cccc(NC(=O)C2CCCN2S(=O)(=O)c2ccc3c(c2)CCC(=O)N3)c1 (configuration not stated)
  .	.	1.7
OC1CCN(c2ncnc3nc[nH]c23)CC1
  .	.	1
COc1cc(C(=O)N2CCN(c3ccc(C)cc3C)CC2)cc(OC)c1OC
  .	.	1.4
Cc1nn(C(=O)c2ccco2)c(C)c1Sc1ccc([N+](=O)[O-])cc1
  .	.	1.2
CCOC(=O)c1ccccc1NC1c2ccccc2C(=O)N1c1ccc(C)cn1 (configuration not stated)
  .	.	1.3
CCOC(=O)COC(=O)c1ccc(O)cc1
  .	.	0.9
CC1Cc2ccccc2N1c1ncnc2nc[nH]c12 (configuration not stated)
  .	.	1.7
CC1(C)CC(=O)C2=C(C1)N(c1ccc(F)cc1)C(=O)CC2c1cccnc1 (configuration not stated)
  .	.	0.9
CCn1c(CSc2nnc(-c3ccc4c(c3)OCO4)o2)nc2cc(S(=O)(=O)N(C)C)ccc21
  .	.	1.5
Cn1c(=O)n(C)c2cc(S(=O)(=O)NCc3ccccc3)ccc21
  .	.	0.7
CCOC(=O)C1CCN(c2ncnc3nc[nH]c23)CC1
  .	.	1.7
CCOC(=O)N1CCC(N2C(=O)c3ccccc3C2=O)CC1
  .	.	0.9
COc1ccccc1C(=O)n1nc(-c2cccnc2)nc1N
  .	.	1
COc1cc(NC(=O)C2CCCN2S(=O)(=O)c2cccc3cccnc23)cc(OC)c1OC (configuration not stated)
  .	.	0.9
CCN1CCN(C(c2ccc(F)cc2)c2nnnn2Cc2cccs2)CC1 (configuration not stated)
  .	.	1.8
Cc1ccc(S(=O)(=O)N(c2nc(N(C)C)nc(N(C)C)n2)n2cnnc2)cc1
  .	.	0.9
O=C(C(c1ccccc1)c1ccccc1)N1CCN(Cc2ccccn2)CC1
  .	.	1.3
c1ccc2c(CCNc3ncnc4nc[nH]c34)c[nH]c2c1
  .	.	1.7
Cc1cc(NC(=O)CCCOc2ccc(Cl)cc2Cl)no1
  .	.	0.9
O=C(CSc1nnc(Cn2c(=O)sc3ccccc32)n1-c1ccccc1)Nc1nccs1
  .	.	1.3
CC(C)CN(CC(C)C)S(=O)(=O)N1CCC(C(=O)NC2CCCCCCC2)CC1
  .	.	1.1
CCOC(=O)N1CCN(c2ncnc3nc[nH]c23)CC1
  .	.	1.8
CCOC(=O)CCc1c(C)n(CC)c2ncnn2c1=O
  .	.	1
O=C(OC1CCCCC1)c1ccc2c(c1)C1C=CCC1C(C(=O)O)N2 (configuration not stated)
  .	.	1.1
Cc1ccc2c(c1C)NC(C(=O)O)C1CC=CC21 (configuration not stated)
  .	.	1.3
c1nc(N2CCN(Cc3ccc4c(c3)OCO4)CC2)c2[nH]cnc2n1
  .	.	1.7
COc1ccccc1S(=O)(=O)Cc1ccc(C(=O)N2CCN(c3ccccn3)CC2)o1
  .	.	1.4
Cc1nnc2ccc(N3CCC(C(N)=O)(N4CCCCC4)CC3)nn12
  1.1	.	.
Cc1c(NC(=O)CCc2ccc(S(=O)(=O)N3CCOCC3)cc2)c(=O)n(-c2ccccc2)n1C
  1.2	.	.
Cc1ccccc1Cn1ccc(NC(=O)c2onc(C)c2Cl)n1
  1.4	.	.
CC1=C(C#N)c2nc(N)c(C#N)c(C)c2/C1=C\c1ccccc1
  1.3	.	.
COc1ccc(Cl)cc1NC(=O)CSc1nnc(Cn2c(=O)sc3ccccc32)n1C
  1.1	.	.
CC(=O)c1ccc(Nc2cc(C)nc3nc(C)nn23)cc1
  1.1	.	.
CN(C)C(=O)[C@H]1C[C@@H]1[C@H](NC(=O)OCc1ccccc1)c1ccccc1
  1.1	.	.
O=C(NC1CCCC1)C1c2ccccc2C(=O)N1CCCN1CCOCC1 (configuration not stated)
  1	.	.
CCCN1Cc2cccc(C(=O)Nc3ccc(N4CCN(CC)CC4)cc3)c2C1=O
  1.4	.	.
CCCCc1c2ccccc2nc2[nH]c3ccccc3c12
  1.2	.	.
CC(C)c1cccc2nc3c(c([Si](C)(C)C)c12)Cn1c-3cccc1=O
  1.1	.	.
Cc1nc2ccccc2c2oc(C(=O)N3CCc4ccccc43)cc12
  1	.	.
COCc1cc(=O)[nH]c(Nc2nc(C)c3ccc(C)cc3n2)n1
  0.7	.	.
Cc1cc(C)n(CCc2nc3c4ccccc4n(CC(=O)Nc4ccc(Cl)cc4F)c(=O)n3n2)n1
  1	.	.
O=C1c2cccnc2C(=O)N1Cc1ccccc1
  1.1	.	.

Look-ups from the results shown.
Under PLAP activator, CCOC(=O)CCc1c(C)n(CC)c2ncnn2c1=O is entered as 1
Under PLAP activator, c1nc(N2CCN(Cc3ccc4c(c3)OCO4)CC2)c2[nH]cnc2n1 is entered as 1.7

More entries follow:
Order of values: MT1-MMP txn act	PLK1 inh	PLAP activator
CCC1=C(OC(=O)N(CC)CC)N2C(=O)OC(=NCCc3c[nH]c4ccccc34)[C@]2(C)[C@H]2C1=CC[C@H]1C(=O)N(CC)C(=O)[C@H]12
  1.1	.	.
CCOCCCNC(=O)Cn1nc(-c2ccccc2)ccc1=O
  1.4	.	.
C[C@]12CC[C@@H]3c4ccc(O)cc4CC[C@H]3[C@@H]1CCC2=O
  1.1	.	.
CCOC(=O)C1=C(C)N(CCCCCC(=O)O)C(=O)NC1c1ccccc1Cl (configuration not stated)
  1.2	.	.
COC(=O)[C@@]1(Cc2ccc(F)cc2)[C@H]2c3cc(C(=O)N4CCCC4)n(Cc4ccccn4)c3C[C@H]2CN1C(=O)c1ccccc1
  1.2	.	.
Cc1cc(=O)c2n(Cc3ccccc3Cl)nc[n+]2[nH]1
  1.3	.	.
COC(=O)c1ccc2c(=O)n(Cc3ccc4c(c3)OCO4)c(SCC(=O)N3CCCC3)nc2c1
  1.2	.	.
O=C(C1CCC(Cn2c(=O)[nH]c3ccccc3c2=O)CC1)N1CCN(c2ccccc2)CC1 (configuration not stated)
  1.1	.	.
CC(=O)Nc1ccc2nc(-c3cccnc3)[nH]c2c1
  1.2	.	.
COc1ccc(-c2ccc(-c3noc(-c4ccncc4)n3)c(OC)n2)cc1
  1.1	.	.
Cc1ccc2nc(-c3cccc(-c4nc5ccc(C)cc5o4)n3)oc2c1
  1.1	.	.
C=C1C(=O)C=C2CN(C(=O)c3ccccc3)[C@@](Cc3ccc(F)cc3)(C(=O)OC)[C@@H]12
  1	.	.
c1ccc(-c2ccc(CN3C[C@@H]4C(c5ccccc5)C5(c6cccnc6)CC4(C5)[C@H]3c3ccccc3)cc2)cc1 (some centres not stated)
  1.1	.	.
CCOC(=O)CSc1nc(-c2cccs2)nc2c1c(=O)n(C)c(=O)n2C
  1.1	.	.
COC(=O)[C@@]1(Cc2ccc(F)cc2)[C@H]2c3cc(C(=O)N4CCCC4)n(CC4CC4)c3C[C@H]2CN1C(=O)c1ccccc1
  1.1	.	.
O=S(=O)(O)C1CCNCC1
  0.9	.	.
Cc1nnc(SCc2nc3ccccc3s2)n1-c1ccccc1
  1.5	.	.
COC(=O)[C@@]1(Cc2ccc(OC)cc2)[C@H]2c3cc(C(=O)N4CCCC4)n(Cc4ccc(C)o4)c3C[C@H]2CN1C(=O)c1ccccc1
  1.2	.	.
Cn1cc(NC(=O)c2cc(NC(=O)c3cc(NC=O)cn3C)cn2C)cc1C(=O)NCCC(=N)N
  1	.	.
CN(C)S(=O)(=O)c1ccc(NC(=O)C2COc3ccccc3O2)cc1 (configuration not stated)
  1.2	.	.

Record cards, as listed above. Order of screens: MT1-MMP txn act	PLK1 inh	PLAP activator
`COc1ccc(-c2ccc(-c3noc(-c4ccncc4)n3)c(OC)n2)cc1` is listed with 1.1	.	.
`Cn1cc(NC(=O)c2cc(NC(=O)c3cc(NC=O)cn3C)cn2C)cc1C(=O)NCCC(=N)N` is listed with 1	.	.

Further compounds:
Order of values: MT1-MMP txn act	PLK1 inh	PLAP activator
CN1CCN(c2nc3c(c(=O)n(C)c(=O)n3C)n2CCSc2nc3ccccc3s2)CC1
  1	.	.
CCCc1cc(=O)oc2c(C)c3occ(C)c3cc12
  1.1	.	.
COC(=O)c1ccc(C23CC4(C2)[C@H](CN(C)[C@@H]4c2ccccc2)C3c2ccc(C(F)(F)F)cc2)cc1 (some centres not stated)
  1.2	.	.
C#C[C@]1(O)CC[C@H]2[C@@H]3CCc4cc(O)ccc4[C@H]3CC[C@@]21C
  1	.	.
Cn1ncc2c1ncn1c(-c3ccccc3Cl)nnc21
  1.6	.	.
COC(=O)[C@@H]1C[C@@]2(O)[C@H](O)[C@H](O)[C@H](O)C[C@H]2N1Cc1ccc(C(F)(F)F)cc1
  1.1	.	.
CCOc1ccc(NC(=O)C2C3C=CC4(CN(C(C(=O)OC)C(C)C)C(=O)C24)O3)cc1 (configuration not stated)
  1.1	.	.
Cc1cc(S(=O)(=O)N2CCN(c3ncccn3)CC2)ccc1-n1cnnn1
  1.2	.	.

Among those listed so far, these contain an aryl methoxy group.
Order of values: MT1-MMP txn act	PLK1 inh	PLAP activator
COc1ccc(C2C(=O)c3ccccc3C2=Nc2ccc(Br)cc2)cc1 (configuration not stated)
  .	-15	.
CCCCc1ccc(N=N/C(C(=O)Nc2ccc(NC(C)=O)cc2OC)=C(/C)O)cc1
  .	-12	.
COc1ccc(OCC(O)CN2CCC(CN3C(=O)c4cccc5cccc(c45)C3=O)CC2)cc1 (configuration not stated)
  .	-4	.
COc1cccc(C(c2c(C)[nH]n(-c3ccccc3)c2=O)c2c(C)[nH]n(-c3ccccc3)c2=O)c1O
  .	-7	.
COc1ccc2c(c1)CCc1cc(C(=O)N3CCN(c4ccc(N5CCOCC5)nn4)CC3)sc1-2
  .	.	1.4
COc1ccc(/C=N/N=C/c2ccc(OC)c(OC)c2)cc1OC
  .	.	1
COc1cc(C(=O)N2CCN(c3ccc(C)cc3C)CC2)cc(OC)c1OC
  .	.	1.4
COc1ccccc1C(=O)n1nc(-c2cccnc2)nc1N
  .	.	1
COc1cc(NC(=O)C2CCCN2S(=O)(=O)c2cccc3cccnc23)cc(OC)c1OC (configuration not stated)
  .	.	0.9
COc1ccccc1S(=O)(=O)Cc1ccc(C(=O)N2CCN(c3ccccn3)CC2)o1
  .	.	1.4
COc1ccc(Cl)cc1NC(=O)CSc1nnc(Cn2c(=O)sc3ccccc32)n1C
  1.1	.	.
COc1ccc(-c2ccc(-c3noc(-c4ccncc4)n3)c(OC)n2)cc1
  1.1	.	.
COC(=O)[C@@]1(Cc2ccc(OC)cc2)[C@H]2c3cc(C(=O)N4CCCC4)n(Cc4ccc(C)o4)c3C[C@H]2CN1C(=O)c1ccccc1
  1.2	.	.

This is a subset; the hit share may differ from the screen's.
